# OX1R antag: antagonists of human orexin 1 receptor (OX1R). 330,000 tested, 1.8% active. inhibition, % at 6.6 µM. OX1R-expressing cells, FRET antagonist read-out. AID 485270. O43613; in the data active means inhibition mostly above about 38%, no sharp cut-off; inactive means mostly below about 40%;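 further: 0% = agonist challenge alone and 100% = reference antagonist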
# Target sequence (O43613 whole entry, looked up): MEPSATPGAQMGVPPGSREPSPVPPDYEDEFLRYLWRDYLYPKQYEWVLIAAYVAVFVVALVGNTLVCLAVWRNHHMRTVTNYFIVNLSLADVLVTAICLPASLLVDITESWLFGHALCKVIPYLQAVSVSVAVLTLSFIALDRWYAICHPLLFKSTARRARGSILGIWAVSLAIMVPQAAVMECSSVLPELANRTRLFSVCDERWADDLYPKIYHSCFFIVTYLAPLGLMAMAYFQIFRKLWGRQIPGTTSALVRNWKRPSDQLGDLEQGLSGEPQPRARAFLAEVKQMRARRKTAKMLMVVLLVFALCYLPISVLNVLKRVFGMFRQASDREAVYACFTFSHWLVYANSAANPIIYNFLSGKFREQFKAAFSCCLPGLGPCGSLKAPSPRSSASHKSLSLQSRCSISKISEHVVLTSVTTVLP
# STK33 kinase inh: inhibitors of human STK33 kinase | Q9BYT3 | purified STK33, MBP phosphorylation, ADP-Glo luminescence | inhibition, % at 10 µM | 320,000 tested, 0.073% active | AID 2661;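 active means inhibition at or above 25%, using the most active replicate where run in duplicate; inactive means inhibition below 25%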
# Target sequence (Q9BYT3 whole entry, looked up): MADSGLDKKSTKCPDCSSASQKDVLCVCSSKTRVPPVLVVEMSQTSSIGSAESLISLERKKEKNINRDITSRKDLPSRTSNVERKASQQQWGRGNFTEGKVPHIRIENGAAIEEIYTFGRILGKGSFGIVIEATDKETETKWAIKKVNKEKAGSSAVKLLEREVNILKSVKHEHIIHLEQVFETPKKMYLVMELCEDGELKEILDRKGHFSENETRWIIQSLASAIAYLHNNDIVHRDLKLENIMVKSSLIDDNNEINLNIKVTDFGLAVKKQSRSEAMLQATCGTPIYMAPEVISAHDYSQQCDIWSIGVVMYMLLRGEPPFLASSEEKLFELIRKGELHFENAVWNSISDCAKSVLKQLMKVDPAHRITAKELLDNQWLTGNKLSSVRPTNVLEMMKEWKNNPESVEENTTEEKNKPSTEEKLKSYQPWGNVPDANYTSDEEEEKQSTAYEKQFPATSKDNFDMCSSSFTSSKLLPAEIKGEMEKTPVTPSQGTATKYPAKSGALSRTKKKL
# KCNQ2 block: KCNQ2 channel blockers in CHO-K1 cells – cell-based, FluxOR thallium flux, B-score, primary screen (AID 2156); O88943; 310,000 tested, 1.1% active; 20 min; stronger effect = lower value; B-score at 10 µM;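 active means fluorescence ratio B-score at most minus 3 library SDs, with starting brightness B-score within 2 library SDs, cut at about -5.5 in these data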
# The depositor's hits bear a star; i = inactive; . = no result given.
OX1R antag	STK33 kinase inh	KCNQ2 block	Structure
26	-0.2	i	O=C(/C=C/c1ccccc1[N+](=O)[O-])Nc1ccc(S(=O)(=O)Nc2ncccn2)cc1
-6	-0.3	i	CCOC(=O)C1CCCN(C(=S)Nc2ccc(F)cc2)C1 (stereo not drawn)
2	-1.5	i	Cc1cc(C(=O)Nc2ccon2)c(C)o1
-4	-0.6	i	COc1ccc(NC(=O)C(Cc2cc(C)cc(C)c2)C(C)C(=O)O)cc1 (stereo not drawn)
-9	-1.4	i	O=C(O)c1cc(NC(=O)c2cccc(F)c2)cc(NC(=O)c2cccc(F)c2)c1
12	0.0	i	CS(=O)(=O)N(CC(=O)N1CCOCC1)c1cccc(Cl)c1Cl
26	0.8	i	O=C(O)CCn1cc(/C=C2/NC(=S)N(c3ccccc3)C2=O)c(-c2ccccc2)n1
5	-1.1	i	COc1cc(/C=N\n2nnnc2N)ccc1OCc1ccc(F)cc1
16	-3.0	i	O=C(Nc1ccccc1)Nc1nnc(Cc2ccc([N+](=O)[O-])cc2)s1
13	0.1	i	CC1Cc2ccccc2N1C(=O)CCN1C(=O)C2C3C=CC(C3)C2C1=O (stereo not drawn)
22	-0.4	i	O=C(/C=C/c1ccccc1[N+](=O)[O-])NCc1ccc(Cl)cc1
9	-2.2	i	CC(=O)Nc1ccc(S(=O)(=O)N2CCN(C(=O)CCC3CCCC3)CC2)cc1
25	-0.6	i	O=C1C2C3C=CC(CC3)C2C(=O)N1/N=C/c1ccc(O)cc1 (stereo not drawn)
23	-1.9	i	CCNC(=S)NN=C1c2ccccc2-c2ccccc21
12	0.9	i	COc1cc(OC)cc(C(=O)NCC2CCCN(C(=O)c3csc(C)n3)C2)c1 (stereo not drawn)
83*	0.3	i	CCOCC(=O)N1CCN(c2ccc([N+](=O)[O-])cc2)CC1
23	-2.1	i	Cn1nc(C(F)(F)F)c(C(=O)Nc2ccc(F)cc2F)c1Cl
29	-1.5	i	COC(=O)Cc1ccc(NC(=S)Nc2ccc(N3CCOCC3)cc2)cc1
61*	-1.9	i	O=C(NC1CCCC1)c1ccc([N+](=O)[O-])s1
16	0.2	i	O=C1CCN(CCc2ccccc2)CCN1[C@H](CO)c1ccccc1
12	1.2	i	O=C(Nc1nnc(SCC(=O)N2CCCCC2)s1)C1CCCCC1
7	-1.2	i	O=C(CN1C(=O)CCC1=O)Nc1ccc(S(=O)(=O)N2CCOCC2)cc1
1	-2.0	i	CN(CCOc1ccc(Cl)c(Cl)c1)Cc1ccccc1
16	-1.0	i	COc1ccc2nc(NC(=O)CSc3ccccc3)sc2c1
5	-1.2	.	COc1ccc(S(=O)(=O)N(C)C[C@@H]2Oc3ccc(NS(C)(=O)=O)cc3C(=O)N([C@@H](C)CO)C[C@H]2C)cc1
25	0.9	i	Cc1nonc1C1CCCN1Cc1nc(-c2ccccc2Cl)oc1C (stereo not drawn)
12	-0.4	i	Cc1nc2ccccc2n1-c1ccccc1
14	0.2	i	COc1cc(NC(=O)C2CC(=O)NC3=C2C(=O)CC(C)(C)C3)c(OC)cc1Cl (stereo not drawn)
6	-1.2	.	CC(C)(C)[C@H]1COC(=O)CCCC/C=C\C[C@H](CC(=O)NCCO)C(=O)N1
78*	-0.4	i	COc1ccc(/C=C2\OC(=O)c3c(OC)cccc32)cc1OC

# 13 structures out of the list, ordered by formula weight, low to high.
OX1R antag	STK33 kinase inh	KCNQ2 block	Structure
2	-1.5	i	Cc1cc(C(=O)Nc2ccon2)c(C)o1
61*	-1.9	i	O=C(NC1CCCC1)c1ccc([N+](=O)[O-])s1
23	-1.9	i	CCNC(=S)NN=C1c2ccccc2-c2ccccc21
25	-0.6	i	O=C1C2C3C=CC(CC3)C2C(=O)N1/N=C/c1ccc(O)cc1 (stereo not drawn)
16	-1.0	i	COc1ccc2nc(NC(=O)CSc3ccccc3)sc2c1
23	-2.1	i	Cn1nc(C(F)(F)F)c(C(=O)Nc2ccc(F)cc2F)c1Cl
5	-1.1	i	COc1cc(/C=N\n2nnnc2N)ccc1OCc1ccc(F)cc1
16	-3.0	i	O=C(Nc1ccccc1)Nc1nnc(Cc2ccc([N+](=O)[O-])cc2)s1
25	0.9	i	Cc1nonc1C1CCCN1Cc1nc(-c2ccccc2Cl)oc1C (stereo not drawn)
7	-1.2	i	O=C(CN1C(=O)CCC1=O)Nc1ccc(S(=O)(=O)N2CCOCC2)cc1
6	-1.2	.	CC(C)(C)[C@H]1COC(=O)CCCC/C=C\C[C@H](CC(=O)NCCO)C(=O)N1
29	-1.5	i	COC(=O)Cc1ccc(NC(=S)Nc2ccc(N3CCOCC3)cc2)cc1
9	-2.2	i	CC(=O)Nc1ccc(S(=O)(=O)N2CCN(C(=O)CCC3CCCC3)CC2)cc1

# Additional results.
OX1R antag	STK33 kinase inh	KCNQ2 block	Structure
9	-2.8	i	Cc1ccc(-c2noc(C3CCCN(S(=O)(=O)c4ccc(S(=O)(=O)N(C)C)cc4)C3)n2)o1 (stereo not drawn)
9	-0.8	i	Clc1ccc2c(c1)C(c1cccs1)=NNC(c1cccnc1)=N2
-4	-1.0	i	OC(Cn1cncn1)c1ccc(Cl)cc1Cl (stereo not drawn)
22	0.9	i	CCOc1ccc(-c2nc(-c3cccnc3)no2)cc1OCC
12	0.2	i	CCOc1cccc(-c2c(C(=O)N/N=C/c3sccc3C)nnn2-c2nonc2N)c1
11	0.0	i	O=C(Nc1ccc(Cl)cn1)C1CC1
7	-0.7	.	CCOC(=O)N1CCN(Cc2nc(N)nc(Nc3ccc(Oc4ccccc4)cc3)n2)CC1
23	-0.8	i	COc1cc2c(C(=O)NCc3ccc4c(c3)OCO4)cn(CC(C)C)c(=O)c2cc1OC
6	.	i	Cc1ccc(NC(=O)NC2CC(=O)N(c3ccc4c(c3)OCCO4)C2)cc1 (stereo not drawn)
3	-0.9	i	CCOc1ccccc1NC(=O)C12CC3CC(C1)CC(c1ccc(C)cc1)(C3)C2
11	-0.5	i	O=C(COc1ccc(-c2ccccc2)cc1)N1CCN(C(=O)c2cccs2)CC1
4	-1.8	i	CC(=O)C(Cc1ccc(Cl)nc1)(Cc1ccc(Cl)nc1)C(C)=O
3	0.5	i	C/C=C(\C)C(=O)NCCN1C2=NC[C@H](Cc3ccccc3)N2C[C@H]1Cc1ccc(O)cc1
13	2.7	i	O=C(c1ccc(-c2cccc(Cl)c2Cl)o1)N1CCOCC1
20	-2.2	i	CCOc1cccc(C2/C(=C(/O)c3ccc4c(c3)CC(C)O4)C(=O)C(=O)N2CCCn2ccnc2)c1 (stereo not drawn)
28	-0.2	.	Cc1ccc2c(c1)NC(=O)[C@@]1(C)[C@@H](c3ccccc3)[C@H]3COc4ccc(Cl)cc4[C@@H]3N1C2=O
2	-2.2	i	C[C@H](NC(=O)[C@@H]1Cc2ccccc2CN1)C(=O)NCC1CCCO1 (stereo partly drawn)
14	0.0	-6.1*	O=S1(=O)C=C(Oc2ccc3ccccc3c2)c2ccccc21
8	-0.6	i	CCc1cc2c(SCc3ccc(C(=O)OC)o3)ncnc2s1
16	-0.4	i	O=c1cc(NS(=O)(=O)c2ccccc2)nc(SCc2c(Cl)cccc2Cl)[nH]1
9	2.0	i	COCCn1c(SCC(=O)c2ccc(CNC(C)=O)o2)nc2ccccc2c1=O
4	.	i	Cc1ccnc2nc(NC(=O)c3ccco3)nn12
16	22	i	CC(=O)Nc1ccc(SCc2ncc(-c3ccccc3)o2)cc1
25	0.1	i	COc1ccc2ccccc2c1/C=N/NC(=O)c1ccc(C)nc1
7	.	i	CN(C)c1ccc(/C=N/NC(=O)C(O)c2ccc(Br)cc2)cc1 (stereo not drawn)
6	-0.7	i	O=C1C=C(c2ccccc2)OC(=O)C1C(=O)c1ccccc1 (stereo not drawn)
16	-0.8	i	COc1ccc(-c2nc(CS(=O)CC(=O)NC3CCCC3)c(C)o2)cc1OC (stereo not drawn)
9	-0.6	i	COc1ccc(C(CC(=O)O)NC(=O)COc2ccccc2OC)cc1OC (stereo not drawn)
45	0.4	i	COc1ccc2[nH]c(=O)c(CN(Cc3ccccc3OC)Cc3nnnn3CC3CCCO3)cc2c1 (stereo not drawn)
11	-0.5	i	N#CCCN(C(=O)COC(=O)C1CCN(c2ccc(C(F)(F)F)cn2)CC1)c1ccc(F)cc1
12	-0.9	i	O=C(CSc1nnc(CNC(=O)c2ccc(F)cc2)o1)Nc1ccc2c(c1)OCO2
.	-2.7	i	CCOCCCn1c(SCC(=O)Nc2cccc(OC)c2)nc2ccccc2c1=O
5	0.3	i	Cc1ccc(OCC(=O)NN2C(=O)c3ccccc3C2=O)cc1
9	0.5	i	Cc1cc(Cl)ccc1NC(=O)C(=O)N/N=C/c1ccc2c(c1)OCO2
23	-1.6	i	CN1CC2([N+](=O)[O-])CC=C(Oc3ccccc3)C([N+](=O)[O-])(C1)C2 (stereo not drawn)
8	-0.8	i	CCOC(=O)c1cnc(-n2nc(C)cc2C)nc1-n1nc(C)cc1C
4	-1.7	i	COC(=O)c1ccc(CN2CCN(CCc3ccccc3)C(CCO)C2)cc1 (stereo not drawn)
5	0.2	i	COC(=O)COc1ccc(S(=O)(=O)N2CCN(c3ccccc3F)CC2)cc1
14	2.4	i	CCOC(=O)c1nnn(-c2nonc2N)c1-c1ccccc1Cl
9	1.2	i	Cc1ccc(-n2c(C)cc(C(=O)OCC(=O)N(CC(C)C)C3CCS(=O)(=O)C3)c2C)cc1 (stereo not drawn)
0	-0.2	i	CCOc1ccc(-n2nnc3c(=O)n(C/C=C/c4ccccc4)cnc32)cc1
11	-0.4	i	O=C(COC(=O)[C@@H]1CC(O)CN1S(=O)(=O)c1ccc2c(c1)OCCO2)NCc1ccc(F)cc1 (stereo partly drawn)
16	-0.8	i	FC(F)(F)c1cc(-c2cccs2)nc(NCc2ccco2)n1
8	0.5	i	O=C1c2ccccc2C(=O)N1Cc1nc2ccccc2c(=O)n1Cc1ccco1
25	3.2	i	c1ccc(-c2nc3ccccc3nc2-c2ccccn2)nc1
6	0.2	i	Nc1ccccc1S(=O)(=O)c1ccccc1N
26	-0.3	i	COc1cccc(OC)c1C(=O)OCC(=O)NC(=O)NCc1ccccc1
5	1.6	i	O=C(NC1CCCC1)C(c1ccccn1)N(C(=O)c1csnn1)C1CCCC1 (stereo not drawn)
15	0.3	i	COc1ccccc1NC(=O)CSc1nc2ccccc2c(=O)n1CC1CCCO1 (stereo not drawn)
2	-0.3	i	CCN1CCCC1CNC(=O)c1ccc2c(=O)n(CCOC)c(=O)[nH]c2c1 (stereo not drawn)
10	-1.2	i	O=C(NC1CCCC1)c1cc(S(=O)(=O)N2CCOCC2)c(Cl)cc1Cl
20	-1.7	i	COc1cc(CN2CCN(C(=O)CC(C)C)CC2)c([N+](=O)[O-])cc1OC
14	-0.4	i	Cc1ccc(S(=O)(=O)N(C)c2c(C)ccc(S(=O)(=O)NC(C)(C)C)c2C)cc1
30	-0.3	i	CSc1ccc(/C=N\Nc2nncn2N)cc1
12	4.2	i	O=C(NCc1ccco1)c1nc(-c2ccccc2)n(-c2ccccc2)n1
13	-0.7	i	COc1ccc(CC(=O)Nc2cccc(C(=O)O)c2C)cc1
8	0.8	i	COc1ccc(CCNC(=O)c2cccnc2SC)cc1
11	-0.1	i	Cc1cc(C)n(-c2ccc(Cl)c(C(=O)Nc3cc(C(F)(F)F)ccc3Cl)n2)n1
7	-0.2	i	CC1CCCCN1c1nnc(NC(=O)c2cc(-c3ccc(Br)cc3)on2)s1 (stereo not drawn)
7	-1.8	i	Cc1ccnc(N2CCC(C(=O)NCc3ccc4c(c3)OCO4)CC2)n1

# New compounds follow
OX1R antag	STK33 kinase inh	KCNQ2 block	Structure
2	-1.4	i	Cc1noc(NS(=O)(=O)c2ccc(NC(=O)COc3ccccc3)cc2)c1C
25	6.3	i	CCOC(=O)c1[nH]c(C)c(C(=O)Nc2ccccc2F)c1C
7	-0.5	i	COc1ccc(CCN=Cc2ccccc2O)cc1OC
18	-1.8	i	COc1ccc(-c2cc(=O)oc3cc(OC(C)C(=O)NC(Cc4c[nH]c5ccc(O)cc45)C(=O)O)ccc23)cc1 (stereo not drawn)
21	2.8	i	O=C(NCc1ccco1)C(=O)c1c[nH]c2ccccc12
19	-0.6	i	O=C(COc1ccccc1)N1CCN(S(=O)(=O)c2cccc([N+](=O)[O-])c2)CC1
8	-0.7	i	O=C(Nc1ccc(F)cc1)Nc1nnc(Cc2ccccc2)s1
5	-0.8	i	COc1cccc(-c2nnc3sc(C4CCCCC4)nn23)c1
20	-0.8	i	Cc1ccc(S(=O)(=O)n2[nH]c(=O)c(CCO)c2C)cc1
12	6.4	i	CN1CCN(CCC(=O)Nc2ccc(F)c(F)c2)CC1
2	-1.0	i	O=C(CNC1CCN(Cc2ccccc2)CC1)Nc1ccc(S(=O)(=O)N2CCCCC2)cc1
8	0.7	i	Cc1nc(SCC(=O)Nc2c(C)n(C)n(-c3ccccc3)c2=O)nc(C)c1C
24	-2.6	i	O=C(NC1CCCC1)c1cc2cc(Br)ccc2o1
6	-0.3	i	O=S(=O)(NCc1ccccc1)NCc1ccc(Cl)cc1Cl
-2	-0.9	i	CC1(C)CC(NC(=O)COc2ccc(Br)cc2Cl)CC(C)(C)N1
10	1.0	i	CCCCn1cnc2c(oc3nc4c(cc32)CCCC4)c1=O
23	-1.0	i	COc1ccc(C(=O)C(C)Oc2cccc(NC(=O)c3cccc([N+](=O)[O-])c3)c2)cc1 (stereo not drawn)
28	1.2	i	Cc1nc2ccccc2c(=O)n1-c1ccc(NS(=O)(=O)c2cc(F)ccc2F)cc1
7	-1.6	i	c1ccc(CN(Cc2ccccc2)c2ncnc3c2nnn3Cc2ccccc2)cc1
8	-1.2	i	Cc1cccc(-n2ncc3c(Nc4c(C)n(C)n(-c5ccccc5)c4=O)ncnc32)c1
9	-0.5	i	O=C(COC(=O)c1ccccc1F)Nc1cccnc1Cl

# Source: PubChem
